Bioassay records from PubChem BioAssay.
HKDC1 inh: HKDC1 hexokinase inhibitors, primary screen, biochemical, fluorescence, uHTS | inhibition, % at 20 µM | hit rate 0.16% among 340,000 | Q2TB90 | recombinant HKDC1, G6PDH/diaphorase resazurin coupled fluorescence;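 active means inhibition above about 35% when tested at 20 µM, limit read from the data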;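 further: plate controls were DMSO wells with enzyme for no effect and DMSO wells lacking enzyme for full effect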
Target sequence (Q2TB90 whole entry, looked up): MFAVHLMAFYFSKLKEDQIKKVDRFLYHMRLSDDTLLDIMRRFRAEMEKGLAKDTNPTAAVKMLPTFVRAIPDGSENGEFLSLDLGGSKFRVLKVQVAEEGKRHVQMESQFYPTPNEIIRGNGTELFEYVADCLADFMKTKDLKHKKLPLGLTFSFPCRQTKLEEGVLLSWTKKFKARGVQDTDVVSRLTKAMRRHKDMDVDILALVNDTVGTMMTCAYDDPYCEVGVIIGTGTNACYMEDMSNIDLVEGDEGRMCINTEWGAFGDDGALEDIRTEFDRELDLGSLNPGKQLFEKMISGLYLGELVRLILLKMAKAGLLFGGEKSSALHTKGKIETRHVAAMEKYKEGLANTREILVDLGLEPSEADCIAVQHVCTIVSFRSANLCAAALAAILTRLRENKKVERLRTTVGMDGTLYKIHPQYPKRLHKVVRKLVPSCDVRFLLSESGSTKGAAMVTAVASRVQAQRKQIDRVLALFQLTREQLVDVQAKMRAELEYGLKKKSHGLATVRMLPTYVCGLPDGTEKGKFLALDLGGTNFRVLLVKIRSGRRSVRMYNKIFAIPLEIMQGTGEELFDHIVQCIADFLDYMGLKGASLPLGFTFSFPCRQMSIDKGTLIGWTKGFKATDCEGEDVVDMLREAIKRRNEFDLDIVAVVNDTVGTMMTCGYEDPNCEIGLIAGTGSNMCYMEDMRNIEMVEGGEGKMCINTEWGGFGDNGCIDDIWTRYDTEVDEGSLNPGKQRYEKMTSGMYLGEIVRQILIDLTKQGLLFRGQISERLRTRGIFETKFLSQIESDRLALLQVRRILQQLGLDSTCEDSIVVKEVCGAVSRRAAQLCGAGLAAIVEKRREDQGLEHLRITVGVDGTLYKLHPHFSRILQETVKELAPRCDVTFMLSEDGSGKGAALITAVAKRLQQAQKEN
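Incubation: 90 min at room temperature in dark / Material: recombinant HKDC1 (HK5) hexokinase enzyme, produced in-house / Quantity: enzyme 5 µg/mL final / Compound: one dose of 20 µM, 1% DMSO / Reagent: glucose and ATP substrates / Buffer or medium: Tris pH 8.0 buffer with MgCl2, Tween-20, BSA, BME / Technique: resorufin fluorescence at 613 nm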
SENP6 inh: SENP6 protease inhibitors, primary screen, biochemical, luminescence, uHTS; Recombinant SENP6 catalytic domain, aminoluciferin luminescence; inhibition, % at 10 µM; hit rate 1.8% among 330,000; Sentrin-specific protease 6 (Homo sapiens), Q9GZR1;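 active means inhibition above about 50% at the single tested dose, limit read from the data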;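 further: plate controls were DMSO wells with enzyme for no effect and DMSO wells lacking enzyme for full effect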
UBC13 inh: UBC13 polyubiquitin chain formation inhibitors, primary screen, biochemical, TR-FRET, uHTS; Ubiquitin-conjugating enzyme E2 N (Homo sapiens), P61088; inhibition, % at 20 µM; hit rate 0.47% among 330,000; AID 485273, 2010; in the data active means inhibition above about 45%, passing the limit was not always enough
Target sequence (P61088 whole entry, looked up): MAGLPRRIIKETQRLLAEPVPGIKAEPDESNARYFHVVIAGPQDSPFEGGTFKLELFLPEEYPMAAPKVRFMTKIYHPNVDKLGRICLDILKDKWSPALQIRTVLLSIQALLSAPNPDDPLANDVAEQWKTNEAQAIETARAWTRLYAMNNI
SENP1 FRET inh: human SENP1 catalytic domain inhibitors, primary screen, biochemical, FRET, uHTS; Sentrin-specific protease 1 (Homo sapiens), Q9P0U3; recombinant SENP1 catalytic domain, CyPet-SUMO1-YPet FRET cleavage; inhibition, % at 10 µM; hit rate 0.21% among 360,000; AID 624204, 2012;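 active means inhibition at least 30% at 10 µM, raw YFP signal under a set limit, fluorescence ratio 0.5 to 1.5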;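 further: 0% = enzyme with DMSO and 100% = no enzyme wells; some results filed as inactive read as strong as hits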
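system = hSENP1 catalytic domain, recombinant | reagent = SFCypet-SUMO1-SFYpet substrate at 25 nM | doses = one dose per compound, 10 µM, 0.5% DMSO | incubation = enzyme reaction for 50 min at room temperature, dark | measured by = FRET, CFP and YFP emission | controls = no-enzyme low, enzyme-DMSO high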
beta cell repl: inducers of MIN6 beta-cell proliferation, primary screen, ATP luminescence, uHTS. MIN6 cells proliferation, ATPlite luminescence, 48 h; cells starved in 0.2% serum; 100% = growth in 10% serum. proliferation, % at 10 µM. hit rate 0.29% among 330,000. AID 2380, 2010;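 active means compounds whose signal lies at least 3.5 SD above the mean of all wells on their plate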;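 further: 0% = DMSO-treated cells in low-serum medium and 100% = 10% serum control; some compounds called inactive have numbers as strong as hits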
SENP8 block-1: human SENP8 protease inhibitors, primary screen, biochemical, fluorescence, Nedd8 protein substrate, uHTS; recombinant SENP8; inhibition, % at 20 µM; hit rate 0.64% among 360,000; AID 602440, 2012; in the data active means inhibition mostly above about 40%, no sharp cut-off; inactive means mostly below about 27%
SENP8 block-2: SENP8 protease inhibitors, primary screen, biochemical, luminescence; AID 2540, 2010; inhibition, % at 10 µM; purified SENP8, Z-RLRGG-aminoluciferin cleavage; Sentrin-specific protease 8 (Homo sapiens), Q96LD8; hit rate 1.2% among 330,000; in the data active means inhibition above about 50%
PfGluPho inh: PfG6PD enzyme inhibitors, primary screen, biochemical, fluorescence intensity, uHTS; AID 504690, 2011; hit rate 0.78% among 350,000; glucose-6-phosphate dehydrogenase-6-phosphogluconolactonase (Plasmodium falciparum 3D7); PfGluPho enzyme, NADPH resazurin-diaphorase fluorescence; inhibition, % at 20 µM;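 active means inhibition reaching at least a set limit at 20 µM in the primary screen, cut at about 59% in these data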;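 further: 0% = DMSO wells with substrate and 100% = DMSO wells lacking glucose-6-phosphate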
SENP7 inh: SENP7 protease inhibitors, primary screen, biochemical, luminescence, uHTS; Sentrin-specific protease 7 (Homo sapiens), Q9BQF6; recombinant SENP7, Z-RLRGG-aminoluciferin luminescence, 40 min; inhibition, % at 5 µM; hit rate 1.5% among 330,000; AID 434973, 2010;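 active means inhibition above about 50% at the single test dose, limit read from the data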;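 further: plate controls were DMSO with enzyme for no effect and no enzyme buffer wells for full effect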
Starred values were filed as active, the others as inactive; i = inactive; · = no result given; & = joins results of further samples.

SMILES | HKDC1 inh | SENP6 inh | UBC13 inh | SENP1 FRET inh | beta cell repl | SENP8 block-1 | SENP8 block-2 | PfGluPho inh | SENP7 inh
Cc1nc(SCC(C)C)[nH]c(=O)c1Cc1ccccc1 | 3.5 | -2.3 | 6.0 | 2.2 | -0.3 | 22.9 | -3.0 | -18.7 | -5.7
CCc1nnc(NC(=O)c2ccc(OC)cc2)s1 | -5.2 | -9.2 | 0.6 | 0.3 | -4.3 | 29.6 | -3.2 | 2.5 | 34.4
C[C@H](NC(=O)c1ccc(Br)cc1)C(=O)NCc1ccc(S(N)(=O)=O)cc1 | -6.7 | 7.7 | -3.7 | -0.1 | -1.6 | 5.4 | 0.9 | -3.5 | -2.7
COc1ccc(CC(=O)Nc2ccc(-c3cn4ccccc4n3)cc2)cc1 | -7.0 | -2.6 | 0.8 | 3.5 | -1.6 | i | -13.9 | -6.4 | -13.2
CN(c1ccc(C(=O)NCc2ccncc2)cc1)S(=O)(=O)c1ccc(Cl)cc1 | -6.3 | -1.5 | 5.7 | 3.2 | 1.6 | 1.6 | 5.1 | 9.0 | -3.1
O=c1c2cn[nH]c2[nH]c(=S)n1-c1ccccc1Cl | -6.5 | -12.1 | 11.2 | -1.2 | -2.2 | -2.7 | -4.0 | 1.8 | 3.0
O=C(Cc1cn2ccsc2n1)OCc1ccccc1 | -3.8 | -18.7 | 1.7 | -1.0 | -1.7 | 8.8 | -0.1 | -7.4 | 4.9
COC(=O)COc1ccc(S(=O)(=O)N2CCOCC2)cc1 | -3.8 | -3.1 | 0.0 | 1.4 | -2.0 | 8.9 | -10.7 | -10.5 | 3.0
CCn1cc(C(=O)N[C@H](C(=O)NCCCN2CCOCC2)C(C)C)c(=O)c2cc3c(cc21)OCO3 | -3.6 | -5.7 | 1.0 | 0.4 | -6.3 | -79.6 | -7.3 | -3.4 | -2.3
O=C(CSc1nnc(NC(=O)c2c(F)cccc2F)s1)Nc1ccc(F)cc1 | -7.5 | -25.8 | -10.9 | 2.1 | -1.6 | -2.4 | -7.7 | -31.2 | -12.1
CCC(C(=O)OCC(=O)Nc1cccc(C(C)=O)c1)c1ccccc1 (stereo not given) | 2.5 | -13.7 | -13.6 | 3.8 | -3.1 | 1.8 | -7.6 | -10.0 | 0.6
CCC1S/C(=N/N=C/c2cccs2)NC1=O (stereo not given) | -4.3 | -7.4 | -6.5 | 0.2 | 0.7 | 13.0 | -1.3 | 5.4 | 2.3
CC(C)C1Oc2ccccc2N(CC(=O)N(C)C2CCCCC2)C1=O (stereo not given) | -3.1 | 4.8 | -2.6 | 0.2 | -0.7 | 6.5 | 6.6 | -12.6 | -0.4
O=C(O)CCNS(=O)(=O)c1ccc2c(c1)OCCCO2 | 3.1 | 3.4 | 3.8 | 2.9 | -1.6 | 13.8 | 0.0 | 4.7 | 2.8
CC(=O)Nc1ccc(Cl)cc1C1COC(=O)C1=N (stereo not given) | -7.9 | -2.1 | -15.7 | -65.9 | 0.6 | -74.3 | -8.4 | -3.0 | -10.0
CC(C)c1nc(SCc2ccccn2)c2c(=O)n(C)c(=O)n(C)c2n1 | -6.1 | -16.6 | -9.2 | 0.8 | -2.9 | 2.4 | -9.2 | -0.7 | 11.8
COc1ccc(N=NC2C(=O)N(c3ccccc3)N=C2C)cc1 (stereo not given) | -0.3 | 2.0 | -95.1 | 8.0 | -0.1 | 24.1 | -6.3 | 6.5 | -5.7
COC(=O)c1ccc(NC(=O)C2CC(=O)OC2c2ccccc2)cc1 (stereo not given) | -2.5 | -15.2 | -4.2 | 1.8 | 4.2 | 20.5 | -9.0 | -0.6 | 10.0
COc1ccc(/C(N)=N/OC(=O)c2ccc(Br)o2)cc1 | -7.0 | 42.6 | -2.2 | 0.9 | 0.8 | 14.4 | 2.1 | -1.4 | 16.2
CCC(=O)N1N=C(c2ccc(C)o2)CC1c1ccc(OC)cc1 (stereo not given) | 2.5 | -9.6 | 1.5 | 0.4 | -0.3 | -26.1 | -8.7 | -18.3 | -6.2
CCOCc1[nH]c(=S)[nH]c(=O)c1Cc1ccc(OC(C)C)cc1 | -5.5 | -0.3 | 41.8 | -2.5 | 3.2 | 0.0 | 0.4 | -9.3 | 2.6
COc1cc(C(=O)Nc2nnc(C3CC3)s2)ccc1OCc1c(C)noc1C | -1.0 | -8.3 | 9.2 | 1.3 | -0.6 | -11.7 | 6.5 | -4.3 | 3.5
Cc1ccc(S(=O)(=O)N2CCC(C(=O)N3CCC3)CC2)cc1 | 1.3 | -18.6 | -3.6 | -0.8 | 7.3 | -3.9 | -0.8 | -6.9 | 0.7
CCc1ccc(S(=O)(=O)c2cn(C)c3cc(OC)c(OC)cc3c2=O)cc1 | -3.1 | -11.0 | -8.4 | 0.9 | -1.2 | -72.4 | -7.0 | -2.7 | -19.6
Oc1ccc2ccccc2c1N=Nc1ccc(F)cc1 | 9.5 | 6.0 | -100.0 | 6.3 | -4.5 | 36.1 | -7.4 | 2.7 | 6.7
SMILES | HKDC1 inh | SENP6 inh | UBC13 inh | SENP1 FRET inh | beta cell repl | SENP8 block-1 | SENP8 block-2 | PfGluPho inh | SENP7 inh
CC(=O)NC(CC(=O)OCC(=O)c1c(N)n(C)c(=O)n(C)c1=O)c1ccccc1 (stereo not given) | -7.7 | 6.6 | -0.2 | -2.4 | 0.5 | 7.9 | 1.2 | -9.3 | -6.5
CCC1CCCCN1S(=O)(=O)c1ccc(C(=O)Nc2nnc(-c3ccccc3Cl)o2)cc1 (stereo not given) | 7.9 | 4.0 | -27.9 | 3.0 | -3.6 | 4.9 | 2.6 | -64.1 | 10.3
O=C(O)c1ccc(COc2ccccc2/C=C2\NC(=O)N(Cc3ccc(F)cc3)C2=O)cc1 | -2.9 | 23.4 | -7.1 | 4.5 | 1.3 | -269.8 | 7.1 | -17.3 | 4.1
CC(=O)OCC(=O)[C@@]1(O)CC[C@H]2[C@@H]3CCC4=CC(=O)CC[C@]4(C)[C@H]3[C@@H](O)C[C@@]21C | 0.0&0.9 | -4.5 | -3.4 | 1.7&-3.5 | -2.2 | 4.8&1.6 | -1.0 | 3.1&8.1 | -10.4
CCn1ccc(C(=O)Nc2ccsc2C(=O)OC)n1 | 2.7 | -14.0 | 1.2 | 0.7 | -1.7 | 2.0 | -11.8 | 9.6 | -3.7
COc1ccc(NC(=O)COC(=O)C2CC(=O)N(Cc3ccc(C)cc3)C2)cc1 (stereo not given) | -6.7 | -1.8 | 1.9 | 1.4 | -5.3 | -4.4 | -1.6 | -1.9 | -10.6
O=C(NC1CCCC1)C(c1ccncc1)N(C(=O)c1ccco1)c1ccccc1 (stereo not given) | -5.0 | 8.3 | 4.0 | 1.3 | 4.6 | 2.8 | 2.3 | -3.3 | 4.2
C=CC[C@H](CC(=O)N(CCO)Cc1ccccc1)C(=O)N[C@H](COC(=O)[C@@H](CC=C)CC(=O)OC(C)(C)C)c1ccccc1 | 2.2 | 14.4 | 16.3 | 4.6 | -0.2 | 23.6 | 1.7 | 34.3 | 7.7
O=C1OCCC1Sc1ncnc2sc3c(c12)CCC3 (stereo not given) | 1.4 | -8.0 | -4.2 | 0.8 | 1.0 | 4.7 | -8.0 | -7.6 | -4.8
CNCCOc1nc(N2CCOCC2)nc(C)c1[N+](=O)[O-] | -9.6 | 0.0 | -3.4 | 2.0 | -1.1 | 13.9 | -11.4 | -0.9 | -5.4
CC(C)N1CC(COc2ccccc2Cl)OC1=O (stereo not given) | -5.0 | -7.1 | 2.7 | -0.1 | -0.3 | 21.2 | -3.1 | -2.8 | -8.0
CC(C)(C)c1ccc(NC(=O)c2ccc3c(c2)S(=O)(=O)c2ccccc2C3=O)cc1 | -5.1 | -16.2 | -6.0 | -8.3 | 1.9 | 29.0 | -4.0 | -15.3 | -3.0
CC(C)CC(=O)NC(=S)Nc1ccc(S(=O)(=O)NC(C)(C)C)cc1 | -7.4 | -31.1 | 5.3 | 0.7 | 0.6 | 15.6 | -11.3 | 1.6 | 2.7
COc1ccc(C2CC(=O)Oc3cc(O)cc(O)c32)cc1 (stereo not given) | -0.3 | -11.3 | -0.3 | 0.5 | 2.5 | 15.3 | 1.7 | 9.8 | 0.9
CSc1nc(Cc2ccccc2)cc(=O)[nH]1 | 9.9 | 1.9 | -0.2 | 3.2 | -1.4 | 6.7 | 2.6 | -16.5 | 1.9
CCS(=O)(=O)c1ccc(OC)c(N=Nc2ccc(O)c3ncccc23)c1 | 13.4 | 0.9 | -49.1 | 4.0 | -5.2 | 14.1 | 10.0 | -13.1 | 3.9
CC(C)N(C(=O)[C@H]1C[C@H](CC(=O)NCCCn2ccnc2)C(=O)N2CCc3c([nH]c4cc(-c5ccco5)ccc34)[C@]12C)C(C)C | -3.6 | · | · | -2.7 | · | -257.7 | · | 3.1 | 3.9
COc1ccc(-c2c(-c3cc(OC)cc(OC)c3)n(C)c3ccc(-c4cccc5[nH]ccc45)cc23)cc1 | 1.0 | -1.9 | 15.7 | -0.4 | -5.1 | -496.1 | -9.2 | -4.6 | -3.7
O=C1NCCOC(=O)[C@H](Cc2ccc(F)cc2)C/C=C\C[C@H]1CC(=O)N(CCO)Cc1ccccc1 | -8.0 | -18.5 | 1.2 | 1.3 | -4.2 | 6.3 | -6.8 | 9.3 | 15.8
COc1ccc(C2C(C#N)=C(N)OC3=C2C(=O)CC(C)C3)c(OC)c1OC (stereo not given) | -2.6 | -14.4 | -14.2 | -5.4 | 1.2 | 8.2 | -11.9 | -0.6 | 0.0
CCn1cc(C(=O)N2CCCC(C(=O)c3ccc4ccccc4c3)C2)cn1 (stereo not given) | -5.8 | -26.5 | -1.5 | 1.4 | -2.9 | -20.8 | -13.1 | -12.7 | -9.3
COc1ccc(C)cc1N=Nc1ccc(O)c2ncccc12 | -31.2 | · | · | 4.3 | · | 33.7 | · | -25.6 | ·
CN(CC(=O)Nc1ccc(F)cc1)S(=O)(=O)c1ccc2c(c1)c(=O)n(C)c(=O)n2C | -5.7 | 6.8 | 5.5 | 0.5 | -2.1 | 12.5 | -1.3 | 1.1 | 2.7

Looked up above.
O=C(O)c1ccc(COc2ccccc2/C=C2\NC(=O)N(Cc3ccc(F)cc3)C2=O)cc1 in SENP6 inh shows 23.4
CC(=O)NC(CC(=O)OCC(=O)c1c(N)n(C)c(=O)n(C)c1=O)c1ccccc1 (stereo not given) in SENP1 FRET inh shows -2.4
COc1ccc(-c2c(-c3cc(OC)cc(OC)c3)n(C)c3ccc(-c4cccc5[nH]ccc45)cc23)cc1 in SENP6 inh shows -1.9
